Assay outcomes from PubChem.
TRHR ag: qHTS for Small Molecule Agonists and Allosteric Enhancers of Human TRH Receptor: Primary Screen for Agonists; AID 493084, 2011; Thyrotropin-releasing hormone receptor (Homo sapiens), P34981; actives 0.18% (n = 360,000); TRHR cells, calcium flux fluo-8, FDSS agonist mode; activation, % at 2 µM; also: 0% is about no effect
Target sequence (P34981 whole entry, looked up): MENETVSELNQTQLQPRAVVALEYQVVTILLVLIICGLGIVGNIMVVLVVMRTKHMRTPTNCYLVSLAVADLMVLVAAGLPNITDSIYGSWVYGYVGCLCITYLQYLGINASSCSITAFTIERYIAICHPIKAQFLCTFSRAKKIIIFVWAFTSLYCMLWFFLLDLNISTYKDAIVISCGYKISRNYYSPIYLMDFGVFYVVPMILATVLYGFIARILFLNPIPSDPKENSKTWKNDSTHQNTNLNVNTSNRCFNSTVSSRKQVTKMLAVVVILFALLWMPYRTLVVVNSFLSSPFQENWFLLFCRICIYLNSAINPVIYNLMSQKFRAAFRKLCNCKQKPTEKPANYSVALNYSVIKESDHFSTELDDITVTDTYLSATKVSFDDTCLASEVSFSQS
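Fluo-8-loaded TRHR cells; 10 s baseline, compound added, kinetic Ca2+ fluorescence read 1/s, agonist mode.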
D1 antagonist: Antagonist of Human D 1 Dopamine Receptor: qHTS. actives 3.2% (n = 360,000). D(1A) dopamine receptor (Homo sapiens), P21728. HEK293 TREx D1 cells, calcium flux, dopamine EC80; active compounds read low. activity change, negative = inhibition, % at 10 µM; in the data active = activity change below about -30%; also: % is scaled to controls: 0 for no effect and ±100 for the full control effect
Target sequence (P21728 whole entry, looked up): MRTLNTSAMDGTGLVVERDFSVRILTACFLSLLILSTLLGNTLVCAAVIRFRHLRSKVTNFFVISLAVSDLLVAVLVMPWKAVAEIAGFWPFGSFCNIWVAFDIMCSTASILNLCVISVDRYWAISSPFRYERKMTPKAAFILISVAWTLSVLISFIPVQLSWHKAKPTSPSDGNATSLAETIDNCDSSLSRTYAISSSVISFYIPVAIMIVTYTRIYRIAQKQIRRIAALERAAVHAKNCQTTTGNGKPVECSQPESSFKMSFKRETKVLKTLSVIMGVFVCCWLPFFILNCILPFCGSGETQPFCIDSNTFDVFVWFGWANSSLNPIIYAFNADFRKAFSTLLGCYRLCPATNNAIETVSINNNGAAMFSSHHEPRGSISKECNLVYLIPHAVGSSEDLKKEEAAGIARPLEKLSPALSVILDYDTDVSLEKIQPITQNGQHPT
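Tetracycline-induced HEK293 T-REx cells with force-coupled D1 receptor were loaded with a no-wash calcium dye. Compound was added after a 10 s baseline and read kinetically for 180 s; EC80 dopamine was then added and calcium flux followed another 180 s.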
TRHR PAM: qHTS for Small Molecule Agonists and Allosteric Enhancers of Human TRH Receptor: Primary Screen for Enhancers; enhancement, % at 2 µM; actives 0.66% (n = 360,000); Thyrotropin-releasing hormone receptor (Homo sapiens), P34981; TRHR cells, fluo-8 calcium fluorescence, EC20 TRH enhancement; AID 493056, 2011; in the data active = enhancement above about 30%; also: 0% is about no effect
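TRHR-expressing cells loaded with fluo-8 calcium dye were read kinetically (ex 480/em 530) during compound addition, then stimulated with an EC20 of TRH (10 nM final). Enhancement of the Gq-mediated intracellular calcium response was scored.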
D1 ag: Allosteric Agonists of the Human D1 Dopamine Receptor: qHTS; actives 1% (n = 360,000); HEK293 T-REx D1 cells, calcium flux, agonist mode; activation, % at 2 µM; D(1A) dopamine receptor (Homo sapiens), P21728; also: 0% is about no effect
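Inducible HEK293 T-REx D1 cells, force-coupled to calcium signalling, were plated at 4000 cells/well with tetracycline and held overnight at 30 C. After no-wash calcium dye loading, compound-evoked calcium rise over 180 s flagged agonists.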
D2 ag: HTS Assay for Allosteric Agonists of the Human D2 Dopamine Receptor: Primary Screen for Agonists; D(2) dopamine receptor (Homo sapiens), P14416; HEK293 T-REx D2 cells, calcium flux agonist mode; activation, % at 2 µM; actives 0.53% (n = 340,000); AID 485358, 2010;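 active = activation over 3 SD above normal in the single-dose calcium agonist read, cut at about 30% in these data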; also: 0% is about no effect
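In this primary screen, compounds producing a positive calcium signal within 180 s of addition to tetracycline-induced, force-coupled HEK293 Trex D2 cells are flagged; cells are dye-loaded with a no-wash calcium kit beforehand.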
D2 antagonist: HTS Assay for Allosteric Antagonists of the Human D2 Dopamine Receptor: Primary Screen for Antagonists; D(2) dopamine receptor (Homo sapiens), P14416; HEK293 TREx D2 cells, calcium flux, dopamine EC80; inhibition, % at 10 µM; actives 2% (n = 340,000); AID 485344, 2010; in the data active = inhibition above about 30%; also: 0% is about no effect
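Measurement of antagonist activity uses fluorescent calcium dye in inducible HEK293 T-REx D2 cells: 10 s baseline, compound addition with 180 s read, EC80 dopamine addition with a further 180 s read.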
D2 PAM: HTS Assay for Positive Allosteric Modulators of the Human D2 Dopamine Receptor: Primary Screen for Potentiators; D(2) dopamine receptor (Homo sapiens), P14416; HEK293 T-REx D2, calcium flux, EC20 dopamine potentiation; potentiation, % at 10 µM; actives 0.34% (n = 340,000); AID 485347, 2010;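 active = potentiation over 3 SD above the plate norm, cut at about 30% in these data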; also: 0% is about no effect
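Cells plated with tetracycline inducer and held overnight at 30 C; calcium dye loaded 30–90 min at room temperature; baseline taken, compound added and read 180 s; EC20 dopamine then added and read 180 s.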
D1 potentiator: Potentiators of Human D1 Dopamine Receptor: qHTS; D(1A) dopamine receptor (Homo sapiens), P21728; HEK293 TREx D1 cells, calcium flux, dopamine EC20 potentiation; potentiation, % at 10 µM; actives 0.036% (n = 360,000); in the data active = potentiation above about 30%; also: 0% is about no effect
RXFP1 antagonist: qHTS Assay for Antagonists of the Relaxin Receptor RXFP1; actives 0.59% (n = 350,000); AID 1259400, 2018; Relaxin receptor 1 (Homo sapiens), Q9HBX9; activity change, negative = inhibition, % at 57.5 µM; HEK293-RXFP1, relaxin-stimulated cAMP HTRF, 30 min; active compounds read low;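 active = activity change of -60% or lower, but not beyond a set lower limit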; also: % is scaled to controls: 0 for no effect and ±100 for the full control effect
Numbers without * were called inactive; x = not tested or not shown; & = joins results of further samples. Rule as the data show it, unless noted: active = activation above about 30%; inactive = the rest.

SMILES | TRHR ag | D1 antagonist | TRHR PAM | D1 ag | D2 ag | D2 antagonist | D2 PAM | D1 potentiator | RXFP1 antagonist
CCC(C)c1ccc(NC(=O)C2CCCN(c3ncccn3)C2)cc1 (stereo not drawn) | 0.1 | -13 | 9 | 2 | 0.2 | -13 | 6 | 0 | -17
CC(=O)Nc1ccc(S(=O)(=O)NCCc2ccccc2)cc1 | -0.5 | -9 | -3 | 12 | 0.0 | -2 | 3 | 0 | 7
CCOC(=O)N1CCN(S(=O)(=O)N2CCCC(C(=O)NCc3cc(Br)ccc3OC)C2)CC1 (stereo not drawn) | -0.8 | -9 | -8 | -1 | 0.9 | x | 1 | 3 | -8&-7
CCOc1ccccc1NC(=O)NC(=O)N(C)S(=O)(=O)c1ccc(C)cc1 | -0.5 | 8 | -2 | 1 | 0.1 | -6 | 3 | -1 | -1
O=C(C[n+]1ccccc1)N/N=C/c1ccccc1[N+](=O)[O-] | 0.1 | -2 | 2 | 3 | x | x | x | 2 | -2
CCc1nc(N2CCN(Cc3ccc4c(c3)OCO4)CC2)c2oc3ccccc3c2n1 | 4.6 | 11 | -20 | 3 | x | x | x | 2 | -32
COc1cc(C)c(C)cc1S(=O)(=O)N1CCN(Cc2ccc3c(c2)OCO3)CC1 | -0.9 | -1 | 1 | 3 | 0.5 | -1 | -8 | 4 | -4
COc1cccc(OC)c1C(=O)N1CCN(C(=O)c2ccc(-c3ccccc3)cc2)CC1 | 0.6 | -3 | 16 | 4 | -0.4 | -1 | -19 | -2 | -13
CC(C)OCCCn1c(SCc2ccccc2Cl)nc2c(sc3ccccc32)c1=O | 0.0 | 18 | 1 | 2 | -0.5 | x | 13 | -3 | -2
CN(C(=S)Nc1ccc(SC(F)F)cc1)c1ccc(O)cc1 | -0.1 | -5 | 0 | 1 | 0.5 | 21 | 2 | -6 | -27
Cc1csc2nc(COC(=O)c3ccccc3NC(=O)COc3ccccc3F)cc(=O)n12 | 0.1 | 4 | 9 | 4 | -2.2 | x | 0 | 0 | -16
CN1CCN(c2nc(-c3ccc(Cl)cc3)nc3ccccc23)CC1 | 1.2 | -25 | 15 | 5 | x | x | x | -4 | -30
Cc1ccc(OCC(O)Cn2c(=N)n(CCN3CCCCC3)c3ccccc32)cc1 (stereo not drawn) | 0.4 | -5 | 27 | 16 | 0.8 | -13 | -9 | 0 | -9&-17
CC(C)Oc1cc(S(=O)(=O)N2CCCCC2)ccc1N | 1.6 | -9 | -6 | 5 | 0.3 | 11 | -1 | -1 | 16
CN1C(=O)CSc2ccc(NC(=O)NCCC3=CCCCC3)cc21 | -0.2 | -17 | 0 | 5 | 0.2 | 16 | -26 | -4 | -23
CC(=O)c1ccc(N2CCN(CCC#N)CC2)c(F)c1 | 0.4 | 6 | 4 | 5 | 0.0 | 1 | 8 | -12 | -3
CCN(CC(=O)NCc1ccc(Cl)cc1)C(=O)CCc1ccccc1O | 0.4 | 0 | 2 | 4 | -0.5 | -13 | 5 | -3 | -11
COc1cnc(-c2ccccn2)nc1Sc1ccc(F)cc1 | 0.2 | 29 | 1 | 2 | 0.3 | -3 | 16 | -1 | -25
O=C(CSc1nnc(C2COc3ccccc3O2)o1)N1CCOCC1 (stereo not drawn) | 0.2 | 3 | -1 | 1 | 0.4 | 25 | 4 | -1 | -6
COc1ccc(-c2nnc(SCC(=O)NC3CC3)o2)cc1 | 0.2 | -25 | 9 | 0 | -0.6 | 5 | -4 | 0 | 2

Profiles, quoted from the list. Order of values: TRHR ag	D1 antagonist	TRHR PAM	D1 ag	D2 ag	D2 antagonist	D2 PAM	D1 potentiator	RXFP1 antagonist
Profile of CCC(C)c1ccc(NC(=O)C2CCCN(c3ncccn3)C2)cc1 (stereo not drawn) → 0.1	-13	9	2	0.2	-13	6	0	-17
Profile of COc1cc(C)c(C)cc1S(=O)(=O)N1CCN(Cc2ccc3c(c2)OCO3)CC1 → -0.9	-1	1	3	0.5	-1	-8	4	-4
Profile of Cc1ccc(OCC(O)Cn2c(=N)n(CCN3CCCCC3)c3ccccc32)cc1 (stereo not drawn) → 0.4	-5	27	16	0.8	-13	-9	0	-9&-17
Profile of CC(=O)Nc1ccc(S(=O)(=O)NCCc2ccccc2)cc1 → -0.5	-9	-3	12	0.0	-2	3	0	7
Profile of CN1C(=O)CSc2ccc(NC(=O)NCCC3=CCCCC3)cc21 → -0.2	-17	0	5	0.2	16	-26	-4	-23

Two records picked at random from the list so far, as already listed:
SMILES | TRHR ag | D1 antagonist | TRHR PAM | D1 ag | D2 ag | D2 antagonist | D2 PAM | D1 potentiator | RXFP1 antagonist
CC(C)Oc1cc(S(=O)(=O)N2CCCCC2)ccc1N | 1.6 | -9 | -6 | 5 | 0.3 | 11 | -1 | -1 | 16
CCOc1ccccc1NC(=O)NC(=O)N(C)S(=O)(=O)c1ccc(C)cc1 | -0.5 | 8 | -2 | 1 | 0.1 | -6 | 3 | -1 | -1

The results go on.
SMILES | TRHR ag | D1 antagonist | TRHR PAM | D1 ag | D2 ag | D2 antagonist | D2 PAM | D1 potentiator | RXFP1 antagonist
CN(c1cccc(NC(=O)c2ccc(CN3CCc4ccccc4C3)cc2)c1)S(C)(=O)=O | 1.6 | -38* | 0 | 9 | x | x | x | -16 | -7
COC(=O)c1ccccc1NC(=O)Cn1c(=O)n(CCCCC(=O)NCc2ccc3c(c2)OCO3)c(=O)c2ccccc21 | -0.4 | -6 | -5 | 0 | 0.8 | x | 2 | 0 | x
Cc1ccccc1-c1nsc(SCC(=O)Nc2ccc3c(c2)OCO3)n1 | 0.1 | 2 | -7 | 11 | -0.3 | -22 | 2 | -5 | -9
Cn1nc(C(=O)NC2CCCCC2)c2c1-c1ccccc1S(=O)(=O)C2 | 0.2 | 4 | -16 | 2 | 0.5 | 9 | -2 | 0 | 5
Cc1cc(NC(=O)Cn2nnc(-c3ccccc3NC(=O)c3ccccc3F)n2)no1 | 2.1 | -18 | -7 | 2 | 1.0 | 21 | -4 | -5 | -11
O=C(Nc1ccc2c(c1)OCCO2)NC12CC3CC(CC(C3)C1)C2 | -0.5 | -4 | 4 | 7 | 0.0 | 25 | 3 | 8 | -6
Cc1nc2ccccc2c2c1C(=O)N(Cc1cccnc1)C2=O | 0.7 | -18 | -7 | 2 | 0.0 | 4 | 6 | -4 | -7
COc1ccc2nc(C)c(C(=O)NN)cc2c1 | 0.0 | -5 | 1 | 1 | -0.1 | -4 | -1 | 1 | 17
CN(Cc1cccs1)CC(O)COCc1ccco1 (stereo not drawn) | 0.4 | 10 | -1 | 3 | -0.9 | -1 | -3 | -10 | 2
Cc1cc(C)cc(N(CCC#N)C(=O)COC(=O)C2CCN(c3ccc(C(F)(F)F)cn3)CC2)c1 | 1.2 | -2 | -3 | 7 | 0.2 | 2 | -5 | 0 | -18
CCOc1ccc(NC(=O)CSc2nnnn2C2CC2)cc1S(=O)(=O)N1CCCC1 | -0.8 | -6 | 7 | 1 | -0.1 | -8 | -7 | 0 | -4
COCCN(C(=O)COC(=O)C1CCC(C(C)(C)C)CC1)c1c(N)n(Cc2ccccc2)c(=O)[nH]c1=O (stereo not drawn) | 0.6 | 15 | 3 | 3 | x | x | x | 6 | -20
COc1cc(C2CC(=O)Nc3c2c(=O)n(C)c(=O)n3C)cc(OC)c1OC (stereo not drawn) | 0.3 | 4 | 4 | 0 | -0.2 | x | -6 | -3 | -8
CCOC(=O)C1=C(C)Nc2nc(SCc3cccnc3)nn2C1c1ccc(OC)cc1 (stereo not drawn) | -0.7 | 12 | -3 | 2 | 0.6 | 1 | -5 | 1 | -15
CCNC(=S)N(CCO)Cc1cc2cc3c(cc2[nH]c1=O)OCO3 | 0.1 | -22 | 34* | 0 | 0.2 | 10 | -4 | -2 | -2
CCOc1cc(CNc2ncn[nH]2)ccc1OCC(=O)NC(C)(C)C | -0.1 | -6 | 6 | 0 | -0.5 | -1 | -9 | 3 | 15
COc1c(-c2ccc([N+](=O)[O-])cc2[N+](=O)[O-])c(=O)n(C)c(=O)n1C | 0.2 | -6 | 6 | 2 | 0.1 | -12 | 11 | -2 | 3
CC(=O)Nc1ccc(/C=C/c2ccc3c([N+](=O)[O-])cccc3n2)cc1 | 1.1 | 21 | -3 | 11 | 0.7 | -5 | 1 | -5 | 5
COc1ccc(CNC(=O)COC(=O)C2CC2C)cc1OC (stereo not drawn) | 0.1 | 7 | -7 | -2 | 0.2 | -10 | -1 | -6 | -11
CC(C)COn1c(=S)[nH]c2ccccc2c1=O | -0.8 | 18 | -2 | 2 | -0.4 | -6 | 10 | -4 | -19
Nc1nnc(CC(=O)N/N=C/c2ccc(-c3cccc(C(=O)O)c3)o2)s1 | 0.3 | -4 | 5 | 2 | 0.0 | 1 | 0 | -4 | -5
COCc1cc(CN2CCN(C)CC2)c(O)c2ncccc12 | -0.7 | 0 | -2 | 2 | -1.4 | -10 | 7 | -3 | -3
CCOC(=O)C1=C(C)Nc2ncnn2C1c1c[nH]c2ccccc12 (stereo not drawn) | -0.4 | -8 | 11 | 0 | -0.4 | -3 | 2 | -1 | 6
O=C(C/C=N/OCc1ccc(Cl)cc1Cl)c1ccc(Cl)cc1 | 0.7 | 7 | -12 | 1 | 0.0 | 20 | -8 | 0 | -4
COC(=O)Cc1c(C)c2cc3c(c(C)c2oc1=O)OCN(CCc1ccc(OC)cc1)C3 | 1.2 | 0 | -12 | 2 | 0.2 | x | -2 | 0 | -8
CCN(CC)S(=O)(=O)c1cccc(C(=O)Nc2nc3cc4c(cc3s2)OCCO4)c1 | 0.0 | -3 | 1 | 2 | 0.3 | 1 | 5 | -6 | -14
CCn1cc(C2=NCCO2)c2ccccc21 | -0.2 | -19 | -2 | 2 | 0.3 | 17 | 0 | -5 | -1
COc1ccc(C2c3c(ccc4ccccc34)Oc3ncn4nc(Cc5ccccc5)nc4c32)cc1OC (stereo not drawn) | 0.2 | 4 | -2 | 3 | 0.7 | -10 | 17 | -5 | -9
COc1ccc(C(=O)NNC(=O)C23CC4CC(CC(C4)C2)C3)cc1OC | 0.5 | 7 | 3 | 1 | 1.1 | 3 | 10 | 4 | 7
CS(=O)(=O)N1CCc2cc(NC(=O)c3ccc(Cl)cc3Cl)ccc21 | -0.4 | -16 | 9 | 8 | -0.1 | -3 | 0 | -3 | -12
O=C(O)CC1(CC(=O)NCc2cccc(Cl)c2)CCCCC1 | -0.3 | -2 | -1 | 0 | -0.3 | -2 | 10 | 3 | 2
CSCCOC(=O)C1=C(C)Nc2ccc(C)cc2S1 | -0.4 | -10 | -2 | 0 | -1.7 | -3 | 2 | -1 | 0
